High-throughput results as filed in PubChem.
CHO parental Ca = counter-screen for OX1R antagonists: effect in parental CHO cells. inhibition, % at 5.6 µM. 0.63% of 330,000 active. parental CHO-K1, ATP-induced calcium, Fluo-8 fluorescence. AID 463079;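 active means inhibition above that plate's mean sample inhibition plus 3 SD, cut at about 26% in these data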;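 further: 0% = ATP-challenged DMSO wells and 100% = DMSO wells without ATP; some compounds past the cut are filed as inactive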
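Assay system: parental CHO cells; Read-out basis: percent inhibition of ATP-evoked calcium rise, normalized to controls; Benchmarks: ATP and no-ATP DMSO wells; Compound dosing: single nominal dose of 5.6 µM per compound; Signal: Fluo-8 calcium dye fluorescence; Also added: ATP as calcium-mobilizing challenge; Repeats: singlicate.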
CHO-K1 Ca antag = nonselective inhibitor or artifact in parental CHO-K1 cells. AID 602250. 0.6% of 360,000 active. inhibition, % at 3 µM. ATP-induced calcium, Fluo-8 fluorescence;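 active means inhibition above a per-plate cutoff, the plate's mean sample inhibition plus 3 SD, cut at about 24% in these data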;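 further: 0% = DMSO plus EC80 ATP and 100% = DMSO alone without ATP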
CHRM1 PAM = positive allosteric modulators of human M1 muscarinic receptor; CHO-K1 hM1, Fluo-8 calcium fluorescence, ACh EC20; 0% = ACh EC20, 100% = maximal ACh; 0.088% of 360,000 active; activation, % at 3 µM; P11229; in the data active means activation above about 19%, passing the limit was not always enough
Target sequence (P11229 whole entry, looked up): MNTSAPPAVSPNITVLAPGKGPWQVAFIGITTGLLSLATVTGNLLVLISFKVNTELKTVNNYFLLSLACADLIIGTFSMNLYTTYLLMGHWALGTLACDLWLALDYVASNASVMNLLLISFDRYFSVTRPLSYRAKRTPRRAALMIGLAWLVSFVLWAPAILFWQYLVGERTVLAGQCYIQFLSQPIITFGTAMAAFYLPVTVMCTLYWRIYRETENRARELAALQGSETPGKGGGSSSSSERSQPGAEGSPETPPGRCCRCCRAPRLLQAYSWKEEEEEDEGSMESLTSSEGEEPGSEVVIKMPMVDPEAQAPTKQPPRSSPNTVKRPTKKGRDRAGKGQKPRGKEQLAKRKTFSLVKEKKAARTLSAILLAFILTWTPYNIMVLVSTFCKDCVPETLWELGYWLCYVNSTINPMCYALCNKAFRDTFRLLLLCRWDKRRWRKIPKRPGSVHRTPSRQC
CHO-K1 Ca PAM = nonselective activator or artifact in parental CHO-K1 calcium assay; ATP EC20, Fluo-8 calcium fluorescence; 0% at ATP EC20, 100% at ATP max; activation, % at 3 µM; 0.02% of 360,000 active; AID 602247;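 active means activation above the run cutoff, the mean activation of all test compounds plus 3 SD, cut at about 40% in these data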;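 further: peak over basal fluorescence ratio in a 140 s read after ATP addition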
TAAR1 agonist = human TAAR1 agonism; Q96RJ0; CHO RD-HGA16 TAAR1, Fluo-8 calcium fluorescence; vehicle wells 0%, saturating PEA agonist 100%; activation, % at 3 µM; 0.99% of 360,000 active; AID 624467;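 active means activation above the mean activation of all test compounds in the run plus 3 SD, cut at about 38% in these data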
Target sequence (Q96RJ0 whole entry, looked up): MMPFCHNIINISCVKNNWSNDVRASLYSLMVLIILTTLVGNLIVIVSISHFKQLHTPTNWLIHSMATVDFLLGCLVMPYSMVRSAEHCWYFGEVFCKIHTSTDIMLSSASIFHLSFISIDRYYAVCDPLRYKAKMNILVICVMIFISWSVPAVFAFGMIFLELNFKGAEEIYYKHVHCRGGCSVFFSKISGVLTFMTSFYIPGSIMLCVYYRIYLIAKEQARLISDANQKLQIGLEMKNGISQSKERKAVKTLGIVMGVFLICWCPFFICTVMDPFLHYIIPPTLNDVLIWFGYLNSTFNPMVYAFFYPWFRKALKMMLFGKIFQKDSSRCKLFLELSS
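Assay system – CHO-derived RD-HGA16 cells with stable Gα16 and human TAAR1 · Compound dosing – one-point dosing at 3 µM (nominal) · Incubation – 17-24 h seeding, 75 min 37 °C dye, 30 min RT · Measured by – kinetic Fluo-8 calcium fluorescence · Control set – DMSO vehicle as 0%, PEA at EC100 as 100% · Repeats – single well for each compound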
M1 ag = human M1 muscarinic receptor agonism | P11229 | CHO-K1 hM1, Fluo-8 calcium fluorescence, agonist mode; 0% DMSO, 100% acetylcholine EC100 | activation, % at 3 µM | 0.33% of 360,000 active | AID 588814;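 active means activation above the run's mean compound activation plus 3 SD, cut at about 16% in these data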;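 further: peak over basal fluorescence ratio within a 140 s kinetic read after compound addition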
TAAR1 antag = antagonists of human TAAR1; Q96RJ0; CHO RD-HGA16 TAAR1, Fluo-8 calcium fluorescence, antagonist; inhibition, % at 3 µM; 1.5% of 360,000 active; AID 624466;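 active means inhibition above a per-plate cutoff, the mean inhibition of test compounds on that plate plus 3 SD, cut at about 49% in these data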;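 further: 0% = DMSO plus EC80 beta-PEA response and 100% = DMSO alone without agonist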
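Test system – hTAAR1-expressing CHO RD-HGA16 cells, Gα16-coupled · Also added – β-PEA at EC80 concentration, post-compound challenge · Compound – 3 µM, single point · Incubation – dye loading 75 min at 37 °C, then 30 min room temperature · Measured by – Fluo-8 intracellular calcium dye fluorescence, real-time kinetic reads · Benchmarks – vehicle and agonist controls · Replicates – singlicate, one well per test compound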
M1 ag parental = nonselective activator or artifact in parental CHO-K1 cells. Fluo-8 calcium fluorescence; scaled to maximal ATP response, vehicle zero. AID 602248. 0.48% of 360,000 active. activation, % at 3 µM; in the data active means activation above about 15%;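 further: untransfected CHO-K1 host cells lacking M1 receptor as counterscreen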
M1 antag = antagonists of human M1 muscarinic receptor | P11229 | CHO-K1 hM1, Fluo-8 calcium fluorescence, ACh EC80 antagonist | inhibition, % at 3 µM | 1.3% of 360,000 active;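 active means percent inhibition above its own plate's cutoff, namely the mean of that plate's compound wells plus 3 SD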;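 further: peak over basal fluorescence ratio during 140 s after agonist addition; 0% = ACh EC80 plus DMSO and 100% = DMSO alone without agonist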
Active calls of the source: *; x = not tested or not shown. Not a hit list. Share with any hit: about 4.4%.

item	SMILES	CHO parental Ca	CHO-K1 Ca antag	CHRM1 PAM	CHO-K1 Ca PAM	TAAR1 agonist	M1 ag	TAAR1 antag	M1 ag parental	M1 antag
1	O=C(COC(=O)Cc1ccccc1F)Nc1ccc2c(c1)OCO2	0	-3	13	17	0	0	-2	0.2	-3
2	CC(C)CNC(=O)c1ccc(-c2ccc(F)c(F)c2)c2ccoc12	x	-6	2	8	-3	-4	9	0.0	-9
3	CC1CCN(C(=O)c2[nH]cnc2C(=O)N(C)Cc2ccccc2)CC1	0	-6	9	4	0	-6	-11	0.1	-7
4	CCc1ccc(NC(=O)c2c(C(=O)Nc3ccccc3)sc3nc(C)cc(=O)n23)cc1	-4	-18	10	20	0	-4	-15	0.1	-8
5	COc1ccc(C2/C(=C(\O)c3ccc(OC)c(Cl)c3)C(=O)C(=O)N2CCN(C)C)cc1 (stereo not given)	-14	-5	8	20	1	-3	-14	3.0	-4
6	N#CC1=C(N)Oc2cc3ccccc3cc2C1c1cccnc1 (stereo not given)	-17	-5	-3	17	7	-2	-14	0.4	-1
7	Cc1ccc(S(=O)(=O)N2C(=O)CCC2C(=O)N2CCCCC2)cc1 (stereo not given)	-4	-5	5	-2	-1	0	9	0.4	-14
8	CCN1C(=O)/C(=C/C2=Cc3ccccc3OC2C)SC1=S (stereo not given)	-5	-6	4	14	0	-1	-22	1.5	-8
9	O=C(C1=C(O)C(=O)N(CCN2CCOCC2)C1c1cccc(Br)c1)c1cc2ccccc2o1 (stereo not given)	-21	-9	11	-16	1	-1	-13	0.3	-9
10	CN1C(=S)N(c2cccnc2)C(=O)/C1=C\c1ccc(N(C)C)cc1	x	12	-20	4	74*	39*	33	21*	44*
11	Cc1c(Cl)cccc1NC(=O)C1=COCCO1	9	-10	-1	10	1	-3	-24	0.7	2
12	Cc1cccc(C)c1-n1nnnc1C(C1CC1)N1CCN(C/C=C/c2ccccc2)CC1 (stereo not given)	x	-7	-5	5	-1	-8	-38	-0.5	-13
13	COc1ccc(-c2coc3c(C(=O)Nc4cccc(NS(C)(=O)=O)c4)cccc23)c(C)c1	x	1	-6	5	0	-1	32	1.5	10
14	O=C(COc1cc2oc(=O)c3c(c2cc1Cl)CCC3)NCc1ccccn1	-16	-11	5	13	x	-3	x	0.1	-11
15	O=C(C[C@H]1C/C=C\CC[C@@H](Cc2ccc(F)cc2)C(=O)O[C@H](c2ccccc2)CNC1=O)N[C@H](CO)Cc1ccccc1	-19	-6	5	5	4	-1	45	1.8	-5
16	CCN(CC)c1ccc([C@H]2[C@@H]3CCCC[C@]3(O)CCN2CC(=O)NCc2ccco2)cc1	-29	-8	9	-9	0	-6	11	-0.2	-9
17	CCN(C(=O)COC(=O)c1oc2ccc(OC)cc2c1C)C1CCCCC1	-24	-12	-7	-7	-1	-6	1	-0.3	-9
18	O=C(CCc1nnc2n(CCc3ccccc3)c(=O)c3ccccc3n12)NCCCN1CCCCC1	-12	-8	-3	-2	3	12	17	2.2	18
19	Cc1cccnc1NC(=O)Nc1cccc(C(F)(F)F)c1	-10	2	7	15	2	-1	-22	0.4	0
20	COc1ccncc1-c1ccc(C2=CC(=O)CC(C)(C)C2=O)cc1	x	-12	-11	25	7	0	22	6.9	-4
21	CCNC(=O)CCc1nc(-c2ccc(C(C)(C)C)cc2)no1	-6	-8	8	11	8	4	6	2.7	-28
22	Cc1ccsc1C(=O)N1CCC1(C)C(=O)NS(=O)(=O)c1ccc(C#N)cc1 (stereo not given)	x	4	1	3	1	-3	-16	-0.1	-6
23	O=C(Nc1ccc(Br)cc1)c1cccc(N2C(=O)C3C4CCC(C4)C3C2=O)c1 (stereo not given)	-8	-10	-14	18	22	0	49*	10	20
24	N#Cc1ccc(OCC(=O)N2CCN(S(=O)(=O)c3ccc(Cl)s3)CC2)cc1	-6	-8	-11	-3	6	-3	13	10	14
25	COc1ccccc1CNC(=O)[C@H](C)NC(=O)C1CCN(C(=O)[C@@H](N)CC(C)C)CC1	-5	1	-4	-8	1	-1	-26	0.3	3
26	NNC(=O)c1cncn1-c1ccc(F)cc1	7	-8	14	14	-1	-2	-8	0.0	-14
27	CC(C)C(C(=O)NC1CCCC1)N(Cc1ccco1)C(=O)CNS(=O)(=O)c1ccccc1 (stereo not given)	-5	4	-5	-17	-4	0	-1	0.0	7
28	N/C(=N\OC(=O)COc1ccc2ccccc2c1)c1ccccn1	-12	-14	-12	0	48*	-2	23	9.2	19
29	Cc1onc(-c2ccccc2)c1-c1n[nH]c(=S)n1-c1ccccc1	-4	-6	15	23	21	-6	-13	0.7	-11
30	CCCCN1C(C(=O)Nc2cc(C)on2)=C(O)c2ccccc2S1(=O)=O	-6	-11	4	20	7	-3	-19	1.2	-5

From no. 1 as far as 3, as listed above:
item	SMILES	CHO parental Ca	CHO-K1 Ca antag	CHRM1 PAM	CHO-K1 Ca PAM	TAAR1 agonist	M1 ag	TAAR1 antag	M1 ag parental	M1 antag
1	O=C(COC(=O)Cc1ccccc1F)Nc1ccc2c(c1)OCO2	0	-3	13	17	0	0	-2	0.2	-3
2	CC(C)CNC(=O)c1ccc(-c2ccc(F)c(F)c2)c2ccoc12	x	-6	2	8	-3	-4	9	0.0	-9
3	CC1CCN(C(=O)c2[nH]cnc2C(=O)N(C)Cc2ccccc2)CC1	0	-6	9	4	0	-6	-11	0.1	-7

Full records from above.
COc1ccccc1CNC(=O)[C@H](C)NC(=O)C1CCN(C(=O)[C@@H](N)CC(C)C)CC1 as listed: CHO parental Ca: -5; CHO-K1 Ca antag: 1; CHRM1 PAM: -4; CHO-K1 Ca PAM: -8; TAAR1 agonist: 1; M1 ag: -1; TAAR1 antag: -26; M1 ag parental: 0.3; M1 antag: 3
O=C(CCc1nnc2n(CCc3ccccc3)c(=O)c3ccccc3n12)NCCCN1CCCCC1 as listed: CHO parental Ca: -12; CHO-K1 Ca antag: -8; CHRM1 PAM: -3; CHO-K1 Ca PAM: -2; TAAR1 agonist: 3; M1 ag: 12; TAAR1 antag: 17; M1 ag parental: 2.2; M1 antag: 18
CCN1C(=O)/C(=C/C2=Cc3ccccc3OC2C)SC1=S (stereo not given) as listed: CHO parental Ca: -5; CHO-K1 Ca antag: -6; CHRM1 PAM: 4; CHO-K1 Ca PAM: 14; TAAR1 agonist: 0; M1 ag: -1; TAAR1 antag: -22; M1 ag parental: 1.5; M1 antag: -8

(next part)
item	SMILES	CHO parental Ca	CHO-K1 Ca antag	CHRM1 PAM	CHO-K1 Ca PAM	TAAR1 agonist	M1 ag	TAAR1 antag	M1 ag parental	M1 antag
31	O=C(COC(=O)Cc1c[nH]c2ccccc12)NC1CCCCC1	-5	-1	6	1	4	-5	20	0.9	-12
32	CCCCNC(=O)Cc1c(O)c2ccccc2[nH]c1=O	-3	9	1	12	14	-4	-4	0.1	3
33	O=C(COC(=O)c1ccc(O)cc1)Nc1ccc2[nH]c(=O)[nH]c2c1	-1	2	4	-4	2	0	-30	0.4	-4
34	CCN(CC)S(=O)(=O)c1cccc(-c2n[nH]c(=S)n2C(C)COC)c1 (stereo not given)	-2	-4	-1	-7	1	-1	-16	-0.1	6
35	COc1ccc(CCNC(=O)/C=C/c2ccco2)cc1OC	-11	16	18	-17	7	10	-23	-0.2	-3
36	CC(C)NC(=O)c1onc(CSc2ccc(C(C)C)cc2)c1C(=O)O	9	-17	-11	16	5	5	-12	2.5	18
37	CCOC(=O)N1CCN(C(=O)c2cc3cc(OC)c(OC)cc3[nH]2)CC1	x	-4	6	-10	-1	-1	11	0.8	-7
38	CC(C)(C)c1ccc(OCC(=O)Nc2ccncc2)cc1	20	16	-9	-16	7	0	1	9.9	27
39	CN(C)S(=O)(=O)N(CC(=O)NCc1ccccc1)c1ccccc1	2	-9	1	8	11	-6	2	0.7	1
40	COc1cc(C(=O)Nc2ccc3c(c2)OCO3)ccc1-n1cnnn1	-13	-11	5	9	3	-7	-10	0.3	0
41	CC(C)c1ccc2[nH]c3c(c2c1)CCC/C3=N\NC(=O)c1ccncc1	-17	7	0	-18	5	-3	5	-0.5	5
42	Cc1ccccc1-n1nc2c(c1NC(=O)C(C)C)CS(=O)(=O)C2	-1	1	1	-1	2	-2	-18	1.2	1
43	CC(=O)Nc1ccc(N2C(=O)c3cccc4c(O)ccc(c34)C2=O)cc1	58*	21	-32	-23	174*	98*	42	41*	39*
44	Cn1cc(CN2CCCC(C(=O)c3cc(F)ccc3F)C2)c2ccccc21 (stereo not given)	-11	3	-14	24	2	-14	13	0.4	8
45	CCSc1nnc(NC(=O)c2nc3nc(C)cc(C)n3n2)s1	11	-14	0	13	3	-5	-20	1.3	4
46	COC(=O)CC1C(=O)NCCN1C(=O)CSc1nc2ccccc2c(=O)n1CC(C)C (stereo not given)	-24	-12	9	19	3	-6	-10	4.0	-9
47	CCCCCCNC(=O)Cc1ccc(Br)cc1	9	3	6	7	5	-8	-7	-0.3	-5
48	Cn1nnnc1SCC(=O)Nc1cc(S(=O)(=O)N2CCCCC2)ccc1Cl	-4	-10	0	0	2	-4	16	0.7	-10
49	CCCN1C(=O)/C(=C\c2ccncc2)SC1=Nc1ccccc1	-14	-6	-13	6	11	-10	-31	0.2	16
50	O=C(c1cc(=O)c2ccccc2o1)N1CCN(c2cccc(Cl)c2)CC1	-26	-7	3	17	5	-4	5	4.7	2
51	O=C(c1ccc(S(=O)(=O)N2CCOCC2)cc1)N1CCN(C2=NS(=O)(=O)c3ccccc32)CC1	-9	18	10	3	3	-1	-9	-0.3	-10
52	CCOc1ccc(N2CC(C(=O)Nc3ccc(S(=O)(=O)Nc4nccs4)cc3)CC2=O)cc1 (stereo not given)	5	-3	-1	15	3	-4	-3	0.1	-3
53	COc1ccccc1C/C(N)=N/OC(=O)COc1ccc(C)cc1C	-16	-24	1	11	20	-4	-8	0.9	-7
54	COCCNC(=O)COc1ccccc1C	0	6	0	-5	8	-1	4	0.1	-34
55	Cc1ccc(NC(=O)CSc2nnc(-c3cc(C)[nH]n3)n2N)cc1	-6	-21	12	22	11	-3	1	-0.2	-14
56	O=C(Nc1ccc(C(F)(F)F)cn1)Nc1cccs1	-17	-2	-7	-3	12	0	-16	2.9	11

Two entries drawn at random from those above, as already listed:
item	SMILES	CHO parental Ca	CHO-K1 Ca antag	CHRM1 PAM	CHO-K1 Ca PAM	TAAR1 agonist	M1 ag	TAAR1 antag	M1 ag parental	M1 antag
40	COc1cc(C(=O)Nc2ccc3c(c2)OCO3)ccc1-n1cnnn1	-13	-11	5	9	3	-7	-10	0.3	0
55	Cc1ccc(NC(=O)CSc2nnc(-c3cc(C)[nH]n3)n2N)cc1	-6	-21	12	22	11	-3	1	-0.2	-14
